mIAP activ – activators of mouse IAP, primary screen, biochemical, luminescence, uHTS | activation factor at 10 µM | 0.24% of 330,000 active | muIAP, CDP-Star luminescence, 30 min; stronger effect = higher value; 1 = vehicle-only enzyme signal, 0 = enzyme-free wells;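 active means activation factor of at least 2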; further: the source names both 10 and 20 µM as test concentration; values of inactives mirror those of a sister screen read the other way
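Assay system: mouse IAP enzyme; Reagent: CDP-Star chemiluminescent phosphatase substrate; Compound: DMSO-dissolved test compounds; Incubation: 30 min, room temperature; Technique: luminescence from enzymatic CDP-Star hydrolysis; Controls: DMSO-only wells and no-enzyme negative control.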
beta cell repl – inducers of MIN6 beta-cell proliferation, primary screen, ATP luminescence, uHTS | MIN6 cells proliferation, ATPlite luminescence, 48 h; cells starved in 0.2% serum; 100% = growth in 10% serum | proliferation, % at 10 µM | 0.29% of 330,000 active | AID 2380, 2010;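 active means compounds whose signal lies at least 3.5 SD above the mean of all wells on their plate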;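 further: 0% = DMSO-treated cells in low-serum medium and 100% = 10% serum control; some compounds called inactive have numbers as strong as hits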
mIAP block – inhibitors of mouse IAP, primary screen, biochemical, luminescence, uHTS; inhibition, % at 10 µM; purified mouse IAP, CDP-Star luminescence, 30 min; 0.2% of 330,000 active; intestinal alkaline phosphatase [Mus musculus]; AID 2806, 2010;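 active means inhibition of at least 40% at 10 µM in the primary screen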;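 further: plate controls were DMSO with enzyme for no effect and no enzyme wells for full effect; values of inactives mirror those of a sister screen read the other way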
hIAP act – human IAP activators, primary screen, biochemical, luminescence, uHTS | purified human IAP, CDP-Star luminescence, 30 min; stronger effect = higher value; 1 = vehicle-only enzyme, 0 = enzyme-free background | activation factor at 10 µM | 0.16% of 330,000 active;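 active means activation factor of the enzyme at least 2-fold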; further: the source names both 10 and 20 µM as test concentration; values of inactives mirror those of a sister screen read the other way
NLRP3 yeast inh – NALP3 inflammasome inhibitors in reconstituted yeast, primary screen, luminescence, uHTS; Yeast reconstituted NLRP3/ASC/caspase-1, beta-gal luminescence, 24 h; inhibition, % at 10 µM; 0.39% of 330,000 active;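 active means inhibition of 50% or more; inactive means inhibition below 50%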;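 further: plate controls were induced DMSO wells for no effect and uninduced yeast grown without galactose for full effect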
SENP1 FRET inh – human SENP1 catalytic domain inhibitors, primary screen, biochemical, FRET, uHTS; Sentrin-specific protease 1 (Homo sapiens), Q9P0U3; recombinant SENP1 catalytic domain, CyPet-SUMO1-YPet FRET cleavage; inhibition, % at 10 µM; 0.21% of 360,000 active; AID 624204, 2012;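 active means inhibition at least 30% at 10 µM, raw YFP signal under a set limit, fluorescence ratio 0.5 to 1.5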;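 further: 0% = enzyme with DMSO and 100% = no enzyme wells; some results filed as inactive read as strong as hits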
Target sequence (Q9P0U3 419-644 limits assumed): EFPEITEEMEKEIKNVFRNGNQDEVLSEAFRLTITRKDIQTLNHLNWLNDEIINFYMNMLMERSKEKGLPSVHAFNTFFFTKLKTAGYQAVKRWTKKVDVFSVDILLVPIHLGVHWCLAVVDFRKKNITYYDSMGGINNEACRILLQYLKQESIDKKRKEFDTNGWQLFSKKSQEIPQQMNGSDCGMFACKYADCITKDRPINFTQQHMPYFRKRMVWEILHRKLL
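Test system: recombinant human SENP1 catalytic domain, His6-tagged / Medium: pH 8 Tris buffer with EDTA, NaCl, BME, BSA, NP40, catalase / Also added: SUMO1 FRET substrate flanked by Cypet and Ypet, 25 nM / Times: 50 min reaction at room temperature / Signal: FRET, CFP and YFP emission / Control set: no-enzyme low control and enzyme-plus-DMSO high control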
hIAP block – human IAP inhibitors, primary screen, biochemical, luminescence, uHTS. 0.12% of 330,000 active. inhibition, % at 10 µM. purified IAP, CDP-Star luminescence, 30 min;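 active means inhibition reaching a set limit with compound at 10 µM in the primary screen, cut at about 35% in these data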;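 further: plate controls were DMSO wells with enzyme for no effect and no-enzyme buffer wells for full effect; values of inactives mirror those of a sister screen read the other way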
APOBEC3A inh – APOBEC3A ssDNA deaminase inhibitors, primary screen, selectivity assay for APOBEC3G inhibitor project, biochemical, FAM/TAMRA oligo cleavage fluorescence; recombinant A3A, FAM/TAMRA ssDNA deamination fluorescence; inhibition, % at 20 µM; 0.41% of 330,000 active; AID 493011, 2011;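 active means at least 40% inhibition at 20 µM here, with at most 30% in a related deaminase screen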;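 further: plate controls were A3A with DMSO for no effect and wells lacking A3A enzyme for full effect; some results filed as inactive read as strong as hits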
Target sequence (P31941 whole entry, looked up): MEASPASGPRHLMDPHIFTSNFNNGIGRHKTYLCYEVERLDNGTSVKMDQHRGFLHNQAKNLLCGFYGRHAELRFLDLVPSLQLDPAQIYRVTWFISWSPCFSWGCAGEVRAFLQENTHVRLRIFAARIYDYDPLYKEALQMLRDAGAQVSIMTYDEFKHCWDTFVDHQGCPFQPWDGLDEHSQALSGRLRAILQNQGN
A3G deaminase – APOBEC3G DNA deaminase inhibitors, primary screen, biochemical, fluorescence, single-stranded DNA substrate, uHTS; recombinant A3G, ssDNA deamination FAM/TAMRA fluorescence; inhibition, % at 20 µM; 0.28% of 330,000 active; AID 493012, 2011;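 active means inhibition of at least 40% at 20 µM, with no more than 30% in the related APOBEC3A deaminase screen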;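 further: plate controls were DMSO wells with A3G for no effect and wells lacking A3G enzyme for full effect; some compounds called inactive have numbers as strong as hits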
Target sequence (Q9HC16 whole entry, looked up): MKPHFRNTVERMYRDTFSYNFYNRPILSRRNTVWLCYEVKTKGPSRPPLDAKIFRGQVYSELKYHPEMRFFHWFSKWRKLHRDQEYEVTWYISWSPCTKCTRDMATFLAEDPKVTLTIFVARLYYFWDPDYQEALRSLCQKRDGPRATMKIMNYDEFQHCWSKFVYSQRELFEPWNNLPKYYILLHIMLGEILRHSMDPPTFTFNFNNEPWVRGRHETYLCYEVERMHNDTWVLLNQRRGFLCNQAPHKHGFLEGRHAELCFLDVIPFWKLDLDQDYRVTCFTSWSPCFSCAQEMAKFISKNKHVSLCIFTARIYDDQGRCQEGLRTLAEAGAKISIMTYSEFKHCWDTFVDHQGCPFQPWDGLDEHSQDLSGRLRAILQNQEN
* = called active by the depositor. An excerpt, so the mix of outcomes need not match the whole.

How did COc1ccc(Br)cc1S(=O)(=O)NCCCN1CCOCC1 do in these assays?
mIAP activ: 0.96; beta cell repl: -1; mIAP block: 4; hIAP act: 0.95; NLRP3 yeast inh: 14; SENP1 FRET inh: 4; hIAP block: 5; APOBEC3A inh: -2; A3G deaminase: -9

What do the screens show for `Cc1ccc(CN=c2c([N+](=O)[O-])nn(-c3ccc4c(c3)OCCO4)n2O)cc1`?
mIAP activ: 0.93; beta cell repl: 0; mIAP block: 7; hIAP act: 1; NLRP3 yeast inh: 39; SENP1 FRET inh: 2; hIAP block: -4; APOBEC3A inh: 0; A3G deaminase: -5

How did CC1(C)CC(=O)N(CC(=O)NC2CCCC2)c2ccccc2S1(=O)=O do in these assays?
mIAP activ: 0.95; beta cell repl: -2; mIAP block: 5; hIAP act: 0.79; NLRP3 yeast inh: 9; SENP1 FRET inh: 0; hIAP block: 22; APOBEC3A inh: -1; A3G deaminase: -2

What do the screens show for `C/C(=N\NC(=O)c1ccc(CSc2nncn2C)cc1)c1ccc(Cl)cc1`?
mIAP activ: 0.9; beta cell repl: -2; mIAP block: 10; hIAP act: 1.2; NLRP3 yeast inh: 10; SENP1 FRET inh: -1; hIAP block: -19; APOBEC3A inh: -2; A3G deaminase: -6

Results for C/C(=N/NC(=O)CN1CCN(Cc2ccccc2Cl)CC1)c1cccnc1 ?
mIAP activ: 1; beta cell repl: 1; mIAP block: 0; hIAP act: 0.98; NLRP3 yeast inh: 10; SENP1 FRET inh: 3; hIAP block: 2; APOBEC3A inh: 6; A3G deaminase: 6

How did Cc1ccc(/C=N/c2sc3c(c2C(N)=O)CCCC3)o1 do in these assays?
mIAP activ: 0.77; beta cell repl: -4; mIAP block: 24; hIAP act: 1.2; NLRP3 yeast inh: 24; SENP1 FRET inh: -2; hIAP block: -19; APOBEC3A inh: 10; A3G deaminase: 37

What do the screens show for `CSc1ccccc1C(=O)OCC(=O)N1CCCCCC1`?
mIAP activ: 0.94; beta cell repl: -2; mIAP block: 6; hIAP act: 0.98; NLRP3 yeast inh: 11; SENP1 FRET inh: -1; hIAP block: 2; APOBEC3A inh: -5; A3G deaminase: -7

What do the screens show for `CC(C)c1ccc(S(=O)(=O)c2cc3cc(Br)ccc3oc2=O)cc1`?
mIAP activ: 0.94; beta cell repl: 0; mIAP block: 6; hIAP act: 0.83; NLRP3 yeast inh: 12; SENP1 FRET inh: -15; hIAP block: 17; APOBEC3A inh: -3; A3G deaminase: -7

How did COC(=O)c1cccc(NC(=O)NC23CC4CC(CC(C4)C2)C3)c1 do in these assays?
mIAP activ: 2.6*; beta cell repl: 0; mIAP block: -156; hIAP act: 0.98; NLRP3 yeast inh: 11; SENP1 FRET inh: 0; hIAP block: 2; APOBEC3A inh: 2; A3G deaminase: -2

What do the screens show for `CCCNC(=O)c1c(O)c2c([nH]c1=O)CCCC2`?
mIAP activ: 1; beta cell repl: -2; mIAP block: -1; hIAP act: 1.1; NLRP3 yeast inh: 25; SENP1 FRET inh: 1; hIAP block: -15; APOBEC3A inh: -2; A3G deaminase: -4

How did C=CCN1C(=O)CN=C1Nc1ccc(OC)cc1OC do in these assays?
mIAP activ: 1; beta cell repl: 1; mIAP block: -2; hIAP act: 1.1; NLRP3 yeast inh: 14; SENP1 FRET inh: 1; hIAP block: -7; APOBEC3A inh: 1; A3G deaminase: 1

Results for COc1ccc(CCN(C)CC(=O)Nc2cc(C)nc3ccccc23)cc1OC ?
mIAP activ: 1; beta cell repl: -3; mIAP block: -3; hIAP act: 0.98; NLRP3 yeast inh: 3; SENP1 FRET inh: -1; hIAP block: 2; APOBEC3A inh: 2; A3G deaminase: -4

How did S=C(NCc1ccco1)N/N=C/c1ccccc1Cl do in these assays?
mIAP activ: 0.87; beta cell repl: 0; mIAP block: 13; hIAP act: 1; NLRP3 yeast inh: 48; SENP1 FRET inh: 1; hIAP block: -2; APOBEC3A inh: 1; A3G deaminase: -7

Results for Cn1cc(/C=N/NC(=O)COc2ccccc2[N+](=O)[O-])c2ccccc21 ?
mIAP activ: 0.87; beta cell repl: 1; mIAP block: 13; hIAP act: 1.1; NLRP3 yeast inh: 15; SENP1 FRET inh: 1; hIAP block: -6; APOBEC3A inh: 0; A3G deaminase: -6

What do the screens show for `O=C(CCNS(=O)(=O)c1ccc(F)c(F)c1)NCCN1CCOCC1`?
mIAP activ: 0.92; beta cell repl: 1; mIAP block: 8; hIAP act: 1.1; NLRP3 yeast inh: 2; SENP1 FRET inh: -1; hIAP block: -11; APOBEC3A inh: -4; A3G deaminase: -9

Results for CCCn1cc(SCC(=O)NCc2ccc3c(c2)OCO3)c2ccccc21 ?
mIAP activ: 1.2; beta cell repl: 2; mIAP block: -17; hIAP act: 0.83; NLRP3 yeast inh: 18; SENP1 FRET inh: 3; hIAP block: 17; APOBEC3A inh: -4; A3G deaminase: -4

Results for O=C1NC(=Nc2cccc(O)c2)S/C1=C\c1cccc([N+](=O)[O-])c1 ?
mIAP activ: 0.89; beta cell repl: -6; mIAP block: 11; hIAP act: 0.89; NLRP3 yeast inh: 21; SENP1 FRET inh: 2; hIAP block: 11; APOBEC3A inh: -5; A3G deaminase: -8

Results for CCOc1ccc(CNC(=O)c2ccc(Sc3ccc(C)cc3)c(NC(C)=O)c2)cc1OC ?
mIAP activ: 0.99; beta cell repl: 0; mIAP block: 0; hIAP act: 0.98; NLRP3 yeast inh: 0; SENP1 FRET inh: 1; hIAP block: 2; APOBEC3A inh: -2; A3G deaminase: -5

How did COc1ccc(Nc2cc(Nc3cc(OC)c(OC)c(OC)c3)ncn2)cc1 do in these assays?
mIAP activ: 1.1; beta cell repl: -2; mIAP block: -6; hIAP act: 0.94; NLRP3 yeast inh: -2; SENP1 FRET inh: -11; hIAP block: 6; APOBEC3A inh: -4; A3G deaminase: -5

What do the screens show for `CC(=O)Nc1ccc(S(=O)(=O)N(C)CC(=O)Nc2cccc(S(=O)(=O)N3CCCC3)c2)cc1`?
mIAP activ: 0.97; beta cell repl: 1; mIAP block: 3; hIAP act: 0.94; NLRP3 yeast inh: 2; SENP1 FRET inh: -3; hIAP block: 6; APOBEC3A inh: -1; A3G deaminase: -6

How did COC(=O)CCCC1=CC2=C(c3ccccc3)C(=O)C(C)(OC(=O)C3CCCC3)C(=O)C2=CN1c1ccc(OC)cc1 (stereo not given) do in these assays?
mIAP activ: 1; beta cell repl: -6; mIAP block: -4; hIAP act: 0.91; NLRP3 yeast inh: 10; SENP1 FRET inh: -28; hIAP block: 9; APOBEC3A inh: -3; A3G deaminase: -5

How did CCCCC1(C)Nc2ccccc2-c2nc3ccccc3n21 (stereo not given) do in these assays?
mIAP activ: 1.3; beta cell repl: 2; mIAP block: -34; hIAP act: 1; NLRP3 yeast inh: 20; SENP1 FRET inh: -4; hIAP block: -1; APOBEC3A inh: 0; A3G deaminase: -2

Results for Cc1nc2c(=O)oc3ccccc3c2n1-c1ccccc1 ?
mIAP activ: 1; beta cell repl: 2; mIAP block: -2; hIAP act: 1.1; NLRP3 yeast inh: 2; SENP1 FRET inh: 0; hIAP block: -6; APOBEC3A inh: 6; A3G deaminase: 1

Results for Cc1cc(C(=O)CSc2nc(N)cc(=O)[nH]2)c(C)n1-c1ccc(OC(F)F)cc1 ?
mIAP activ: 0.95; beta cell repl: -6; mIAP block: 5; hIAP act: 1.1; NLRP3 yeast inh: -2; SENP1 FRET inh: -12; hIAP block: -15; APOBEC3A inh: -5; A3G deaminase: -3

Results for COc1ccc(OC)c(C(=O)NC(CC(N)=O)c2ccc(N3CCCCCC3)c([N+](=O)[O-])c2)c1 (stereo not given) ?
mIAP activ: 0.93; beta cell repl: -3; mIAP block: 7; hIAP act: 0.92; NLRP3 yeast inh: 25; SENP1 FRET inh: 2; hIAP block: 8; APOBEC3A inh: 1; A3G deaminase: -11

Results for Cc1nn2c(c1-c1ccccc1)NC1=C(C(=O)CCC1)C2c1ccccc1 (stereo not given) ?
mIAP activ: 1; beta cell repl: -2; mIAP block: -2; hIAP act: 1; NLRP3 yeast inh: 4; SENP1 FRET inh: -2; hIAP block: -1; APOBEC3A inh: 1; A3G deaminase: 2

What do the screens show for `O=C(N/N=C/c1cccc(Cl)c1)C(c1ccncc1)N1CCOCC1` (stereo not given)?
mIAP activ: 1; beta cell repl: -1; mIAP block: 0; hIAP act: 1.5; NLRP3 yeast inh: 4; SENP1 FRET inh: 1; hIAP block: -46; APOBEC3A inh: 1; A3G deaminase: 4

How did COc1ccccc1NS(=O)(=O)c1cc(NC(=O)C2CCCO2)ccc1C (stereo not given) do in these assays?
mIAP activ: 0.94; beta cell repl: 1; mIAP block: 6; hIAP act: 0.87; NLRP3 yeast inh: 0; SENP1 FRET inh: 2; hIAP block: 13; APOBEC3A inh: 17; A3G deaminase: -7

Results for CN(C)/N=C/c1cc(Cl)cc([N+](=O)[O-])c1O ?
mIAP activ: 0.94; beta cell repl: -5; mIAP block: 6; hIAP act: 0.83; NLRP3 yeast inh: 28; SENP1 FRET inh: 2; hIAP block: 17; APOBEC3A inh: -1; A3G deaminase: -4

Results for COc1ccc(-n2c(=O)c3ccccc3n(CC(=O)NCc3ccco3)c2=O)cc1 ?
mIAP activ: 0.98; beta cell repl: -4; mIAP block: 2; hIAP act: 0.94; NLRP3 yeast inh: 8; SENP1 FRET inh: 3; hIAP block: 6; APOBEC3A inh: 0; A3G deaminase: -5

What do the screens show for `Cc1cc2nc(CO)[nH]c2cc1C`?
mIAP activ: 1.1; beta cell repl: 1; mIAP block: -6; hIAP act: 1.1; NLRP3 yeast inh: 2; SENP1 FRET inh: 1; hIAP block: -8; APOBEC3A inh: 0; A3G deaminase: -2

How did O=C(NCc1ccc(Cl)cc1)c1ccc2ccccc2n1 do in these assays?
mIAP activ: 0.94; beta cell repl: -3; mIAP block: 6; hIAP act: 0.95; NLRP3 yeast inh: 11; SENP1 FRET inh: 1; hIAP block: 5; APOBEC3A inh: -4; A3G deaminase: -9

What do the screens show for `O=C(CN(Cc1ccccc1)S(=O)(=O)c1ccc(Br)cc1)N/N=C/c1ccccc1C(=O)O`?
mIAP activ: 0.99; beta cell repl: 0; mIAP block: 1; hIAP act: 1; NLRP3 yeast inh: 10; SENP1 FRET inh: 2; hIAP block: -5; APOBEC3A inh: 1; A3G deaminase: 0

Screening results deposited in PubChem by Sanford-Burnham Center for Chemical Genomics.
